Large T inhibition = TAg ATPase/helicase activity blockers – biochemical (AID 1903). SV40 large T antigen ATPase/helicase inhibition assay; higher % means a stronger effect. inhibition, % at 20 µM, or IC50 in µM where a hit was titrated. 310,000 compounds, 0.39% hits; in the data active = a potency from the dose series; inconclusive = inhibition mostly from about 32% at the one dose, without a potency; inactive = the rest, 99 in 100 with inhibition below about 32%; note: strong numbers were not always called active
RSV CPE inhibition = RSV antiviral activity via CPE protection, HEp-2 cells, primary 10 µM value included (AID 2391) | HEp-2 cells, RSV-induced CPE inhibition; higher % means a stronger effect | one-dose CPE inhibition, % at 10 µM; IC50 in µM for titrated hits | 310,000 compounds, 0.13% hits; in the data active = a potency from the dose series; inconclusive = CPE inhibition mostly from about 23% at the one dose, without a potency; inactive = the rest, 99 in 100 with CPE inhibition below about 21%; note: strong numbers were not always called active
West Nile antiviral = West Nile virus antiviral activity, cell-based, CPE readout (AID 1621) | 290,000 compounds, 0.02% hits | CPE inhibition, % at 10 µM, or IC50 in µM where a hit was titrated | West Nile virus-infected cells, CPE inhibition; higher % means a stronger effect; in the data active = a potency from the dose series; inconclusive = CPE inhibition mostly from about 3.7% at the one dose, without a potency; inactive = the rest, 99 in 100 with CPE inhibition below about 2.2%; note: strong numbers were not always called active
NS5 inhibitors = Dengue-2 NS5 methyltransferase inhibitors, primary screen, biochemical, confirmation dose response (AID 588689); inhibition, % at 25 µM, or IC50 in µM where a hit was titrated; 340,000 compounds, 0.3% hits; Dengue-2 NS5 methyltransferase capping enzyme assay, biochemical; higher % means a stronger effect; in the data active = a potency from the dose series; inconclusive = inhibition above about 29% without an active follow-up result
K1F lysis inhibition = inhibition of K1F phage lysis, E. coli UTI89, bacterial capsule biogenesis inhibitors, alamar blue (AID 488966); E. coli UTI89 K1F phage lysis, alamar blue, 2 h; higher % means a stronger effect; inhibition, % at 100 µM; hits with a dose series show IC50 in µM; 340,000 compounds, 0.02% hits;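 active = phage lysis inhibition, versus mean bacterial control, above a set limit; inconclusive = no clear call, values can overlap the other calls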;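 note: capsule biogenesis inhibitors block K1F phage lysis so surviving cells raise fluorescence; higher fluorescence means more inhibition of phage lysis; actives were called in the ten point dose series up to 300 µM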
WT yeast gro inh = growth inhibition of WT yeast, mitochondrial fusion screen. mitochondrial fusion phenotypic screen, WT strain. inhibition, % at 10 µM. 190,000 compounds, 2.1% hits. AID 1362; in the data active = inhibition above about 58%; tested in S. cerevisiae
Yfh1-off respiration = mitochondrial function rescue without frataxin homolog – Friedreich's ataxia, plus single-dose screen, dose response (AID 1465); S. cerevisiae Yfh1-off respiration, WST-1 reduction, 72 h; higher fold induction means a stronger effect; 220,000 compounds, 0.074% hits; fold induction at 50 µM, or EC50 in µM where a hit was titrated;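 active = fold induction of absorbance versus untreated yeast above a set limit, then at least 30% activation at any dose in follow-up; inconclusive = repeats straddling the limit, or above it without dose testing; inactive = fold induction below the set limit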;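 note: activators that raise dye reduction in frataxin-depleted yeast; strong numbers were not always called active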
XIAP antagonists = small molecules displacing peptide from XIAP – biochemical, IAP family, fluorescence polarization (AID 1018). XIAP BIR domain, fluorescence polarization peptide displacement; higher % means a stronger effect. 200,000 compounds, 0.007% hits. one-dose displacement, % at 20 µM; IC50 in µM for titrated hits; in the data active = displacement above about 50%; note: a part of the inactive calls stands beside numbers as strong as those of hits
ER stress rescue = protection against thapsigargin-triggered cell killing – 384-well, CSM14.1, ATP luminescence, primary screen (AID 1222); 190,000 tested, under 10 active; CSM14.1 thapsigargin-induced death rescue, ATP luminescence; higher % means a stronger effect; cellular ATP content (survival), % at 20 µM, or EC50 in µM where a hit was titrated;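 active = EC50 below 50 µM in the dose-response confirmation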;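 note: death triggered by thapsigargin at about 15 µM added after 2 h compound pretreatment; cell ATP read after overnight thapsigargin exposure of roughly 18 to 22 hours; normalized against plate controls of thapsigargin alone and 5% DMSO vehicle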
WT yeast gro inh mutant strain = also measured in WT yeast gro inh; calls as there; inhibition, %; mitochondrial fusion phenotypic screen, mutant strain inhibition
NS5 inhibitors pilot replicate = further read-out of NS5 inhibitors, marked with its call; inhibition, %; measured here: pilot screen replicate inhibition
* = called active by the depositor; i = inactive; ? = inconclusive; nt = not tested or not shown; [ ] = dose if it differs, or a comment.

SMILES	Large T inhibition	RSV CPE inhibition	West Nile antiviral	NS5 inhibitors	K1F lysis inhibition	WT yeast gro inh	WT yeast gro inh mutant strain	Yfh1-off respiration	XIAP antagonists	ER stress rescue	others
O=C(Cc1c[nH]c2ccccc12)N/N=C/c1cccc(F)c1	8%	2.7%	?	-3%	-0.1%	11	12	i	-2.7%	-3.0%
N#CC(C(=O)O)=C1CCCC1	2%	0.4%	0.9%	3%	-0.2%	-8	-13	i	-5.4%	-1.9%
O=C(NCC1CCCCC1)c1cccc(S(=O)(=O)NCc2cccnc2)c1	5%	0.5%	-0.4%	1%	1.3%	-17	0	i	-1.0%	-0.7%
Brc1ccc(NCc2cccc3ccccc23)nc1	1%	2.8%	-0.1%	-4%	0.3%	18	-40	i	-11%	-1.8%
Cc1cc(=O)n2[nH]c(-c3ccsc3-n3c(C)ccc3C)cc2n1	20%	0.7%	0.3%	5%	0.1%	nt	nt	i	nt	nt
Cc1ccc(C(=O)N2CCN(c3ccc(N4CCOCC4)nn3)CC2)cc1C	17%	-0.1%	nt	3%	1.3%[50 µM]	nt	nt	nt	nt	nt
O=C(O)c1cc([N+](=O)[O-])ccc1N1CCCCC1	8%	-0.1%	-0.1%	1%	0.2%	-4	5	i	-1.7%	-3.4%
Clc1ccc(-c2nnc3sc(-c4ccc(Br)o4)nn23)c(Cl)c1	-2%	nt	nt	7%	6.5%	-12	-4	nt	-5.5%	-0.5%
CCOc1ccccc1/C=N/NC(=O)CSc1n[nH]c(=O)[nH]c1=O	23%	0.2%	0.5%	-2%	-0.1%	-8	-5	i	-7.0%	-0.1%
Cc1occc1C(=O)Nc1ccccc1C#N	6%	3.0%	-0.3%	-7%	-0.2%	nt	nt	nt	nt	nt
O=C(O)CCCNS(=O)(=O)c1ccc(F)cc1	-1%	1.9%	0.3%	-8%	0.8%	8	4	i	-1.5%	-1.1%	NS5 inhibitors pilot replicate=1.2
CC[C@H](C)[C@H](NC(=O)OCc1ccccc1)C(=O)Nc1ccc(NC(C)=O)cc1	9%	-1.6%	-0.5%	1%	-0.6%	-23	9	i	-2.9%	-0.7%
CCn1c(COc2ccccc2OC)nnc1SCC#N	2%	1.6%	0.1%	-6%	0.3%	-2	7	i	-2.7%	3.1%
CN1CCN(c2ccc(S(=O)(=O)N3CCOCC3)cc2NC(=O)CCc2ccccc2)CC1	12%	-1.1%	-0.2%	-15%	0.4%	nt	nt	i	nt	nt
CC(=O)Nc1ccc(NC(=O)CSc2nnc(-c3cccnc3)o2)cc1	14%	-1.3%	nt	1%	0.8%[50 µM]	nt	nt	nt	nt	nt
CCN(CC)c1ccc(C(=O)N2CCN(Cc3ccccc3)CC2)cc1	10%	1.1%	0.4%	1%	0.1%	-19	-4	i	-10%	-0.2%
CCN(C(=O)Cc1ccc(Br)cc1)C1CCCCC1	12%	4.5%	-0.7%	-4%	4.1%[50 µM]	16	31	i	-1.7%	0.0%
CC(COS(N)(=O)=O)Cc1ccc(C(F)(F)F)cc1 (stereo not drawn)	1%	6.7%	-1.2%	-5%	-0.4%	nt	nt	nt	nt	nt
Nc1c(C(=O)NCC2CCCO2)sc2nc3c(c(-c4ccco4)c12)CC/C3=C\c1ccco1 (stereo not drawn)	?	nt	0.2%	nt	0.6%	12	17	i	-3.0%	2.4%
COC(=O)Cc1[nH]n(-c2nc3ccccc3s2)c(=O)c1C(C)=Nc1ccc(C)cc1	10%	-0.7%	0.1%	5%	0.3%	1	12	i	-2.5%	-0.7%
Cc1nn2c(=O)cc(CSCC(=O)Nc3ccccc3F)nc2s1	1%	0.2%	0.2%	2%	-0.1%	nt	nt	nt	nt	nt
O=S(=O)(/N=C(\Nc1ccc(F)cc1)C(F)(F)F)c1ccccc1	18%	-2.6%	1.0%	4%	1.6%	0	0	i	-2.8%	-6.7%
CCOC(=O)N1CCN(C(=O)CSc2nc(CC)nc3c2c(=O)n(C)c(=O)n3C)CC1	12%	-1.1%	-0.1%	4%	0.1%	nt	nt	i	nt	nt
N/C(=N\OC(=O)c1ccccc1Cl)c1ccccc1	-3%	1.0%	2.2%	-1%	-0.2%	5	8	i	-5.5%	2.7%
c1ccc(CCc2nc3ccccc3[nH]2)cc1	21%	-1.4%	1.0%	-12%	0.0%	7	13	i	-2.6%	-1.4%
NS(=O)(=O)c1ccc(NC(=S)NCc2ccc(Cl)cc2)cc1	6%	?	-0.4%	-14%	-0.7%	13	0	i	-2.7%	-1.1%
CCCS(=O)(=O)N1CCC(C(=O)NCCN2CCC(Cc3ccccc3)CC2)CC1	-4%	-1.2%	-0.3%	7%	0.1%	4	27	i	-6.5%	-1.0%
Cc1cccc(CN2C3=NCCCN3c3ccccc32)c1	8%	3.6%	-0.6%	2%	0.1%	nt	nt	nt	nt	nt
CCC(CC)C(=O)N(c1ccc(F)cc1)C1C=CS(=O)(=O)C1 (stereo not drawn)	-3%	0.2%	-0.2%	1%	0.6%[50 µM]	12	-36	i	3.1%	-2.9%
Cc1ccsc1/C=N/NC(=S)NCCc1ccccc1	18%	11%	-0.5%	-5%	0.4%	69*	66*	i	-9.6%	-1.5%
CC(C)[C@H](NC(=O)C1CCN(S(=O)(=O)c2ccc(F)cc2)CC1)C(=O)N1CCCCCC1	-5%	-0.5%	-0.2%	2%	0.0%	nt	nt	nt	nt	nt
Fc1ccc(Nc2nc(-c3ccncc3)cs2)cc1	5%	?	-0.5%	-1%	-0.2%	4	8	i	-5.3%	-0.9%
O=C(NCCC1=CCCCC1)C1CCN(S(=O)(=O)c2ccccc2)CC1	9%	1.5%	0.3%	2%	2.5%	-9	-4	i	0.7%	1.5%
Cc1cc(N/N=C/c2ccc(F)cc2)nc(NCc2ccccc2)n1	15%	?	1.4%	nt	nt	nt	nt	i	nt	nt
COc1ccc(Cn2c(CCC(=O)O)nc3cccnc32)cc1	-3%	0.7%	0.2%	-3%	-2.0%	-8	7	i	-1.1%	-0.4%
COc1ccc(NC(=O)c2cccnc2NCCc2ccccc2)cc1	10%	2.7%	-0.3%	-8%	-2.9%	25	12	i	0.2%	-0.8%
CCCN1C(=O)S/C(=C/c2ccc(N3CCOCC3)o2)C1=O	23%	0.6%	-0.1%	?	0.1%	nt	nt	i	nt	nt
Cc1ccc(S(=O)(=O)N2CCOC23CCN(S(=O)(=O)c2cccs2)CC3)cc1	9%	6.2%	nt	0%	1.5%[50 µM]	nt	nt	nt	nt	nt
C#CCn1c(=NC(=O)c2ccc(S(=O)(=O)N3CCCc4ccccc43)cc2)sc2cc(S(N)(=O)=O)ccc21	7%	8.1%	-0.3%	1%	0.0%[50 µM]	7	-26	i	-2.0%	-1.8%
Cc1cc(=O)oc(C)c1C(=O)OC(C(=O)c1ccccc1)c1ccccc1 (stereo not drawn)	13%	3.4%	-1.1%	-7%	4.2%	34	-8	i	-6.8%	0.9%
COc1ccccc1NS(=O)(=O)c1cc(NC(=O)c2cccs2)ccc1N1CCOCC1	11%	5.4%	-0.4%	-7%	0.3%	nt	nt	i	nt	nt
CCc1nnc(NC(=O)CC(C)c2ccccc2)s1 (stereo not drawn)	9%	1.4%	-0.2%	0%	-0.1%	nt	nt	nt	nt	nt
O=C(NCc1cccc(F)c1)C1CCC(=O)N(CCc2cccc(F)c2)C1 (stereo not drawn)	5%	4.9%	-0.2%	-6%	0.3%	nt	nt	nt	nt	nt
COc1ccc(-c2nnc(SCc3ccccn3)n2C)cc1	8%	1.1%	-0.1%	6%	0.7%	-8	-2	i	-3.9%	4.8%
CCOc1ccc(CNc2nnnn2C)cc1	10%	0.9%	-0.5%	0%	1.0%	nt	nt	nt	nt	nt	NS5 inhibitors pilot replicate=-1.8
O=C(O)c1c2c(nc3ccc(Cl)cc13)CCC2	35%	2.5%	0.4%	0%	0.2%	-1	-6	i	-5.6%	0.1%
CCOCCCNC(=O)c1cc(-c2ccc(Br)s2)nc2ccccc12	17%	0.5%	-0.4%	5%	-0.1%	nt	nt	nt	nt	nt
CC(C)n1cnc2c(NCc3ccc(S(N)(=O)=O)cc3)nc(NCc3ccc(S(N)(=O)=O)cc3)nc21	7%	-0.4%	3.1%	-3%	2.9%	nt	nt	i	nt	nt
O=C(NCc1ccc2c(c1)OCO2)c1cc(-c2ccc(Cl)cc2Cl)on1	8%	1.3%	?	3%	4.1%	3	-17	i	-4.4%	-0.4%
Cc1ccc(C2CN=NC23CCc2ccccc2C3=O)cc1 (stereo not drawn)	0%	2.0%	-0.7%	8%	0.1%	16	2	i	-9.2%	-1.1%
(more compounds)
SMILES	Large T inhibition	RSV CPE inhibition	West Nile antiviral	NS5 inhibitors	K1F lysis inhibition	WT yeast gro inh	WT yeast gro inh mutant strain	Yfh1-off respiration	XIAP antagonists	ER stress rescue	others
COc1ccc(NC(=O)CSc2nnc(CNc3ccc(F)cc3)o2)c(OC)c1	16%	0.5%	0.1%	-4%	5.9%	-2	-10	i	-1.1%	-1.8%
O=C1CCNc2c(Cl)cccc21	10%	1.9%	0.2%	6%	-0.6%	nt	nt	i	nt	nt
O=C(CSC1=Nc2ccccc2C2=NC(CC(=O)N3CCN(c4ccccc4)CC3)C(=O)N12)NCC1CCCO1 (stereo not drawn)	7%	0.8%	-0.3%	-4%	1.8%	14	-7	i	1.3%	-1.6%
CCOC(=O)Cc1cnc(NC(=O)CSc2nc(C(C)C)cc(=O)[nH]2)s1	1%	0.7%	0.3%	-12%	0.5%	nt	nt	nt	nt	nt
CC(OC(=O)CC(NC(=O)c1ccccc1Cl)c1ccccc1)C(=O)Nc1cccc(Cl)c1Cl (stereo not drawn)	0%	4.3%	-1.8%	-7%	7.2%	32	4	i	-4.7%	14%
COc1cc(C(=O)OCC(=O)NCCN2C(=O)CSC2=O)ccc1OCc1c(C)noc1C	8%	-0.9%	0.6%	-2%	0.5%	-6	-6	i	-3.9%	nt
CCCn1c(SCC(=O)NC2CCCCC2)nnc1C1CC1	3%	1.1%	-0.7%	0%	0.0%[50 µM]	nt	nt	nt	nt	nt
CCCc1cc(N2CCC(C(N)=O)CC2)nc(-c2ccccc2)n1	-6%	1.1%	-0.9%	-1%	0.2%	3	6	i	-24%	-1.4%
Cc1ccc(CNC(=O)C2CCCN(S(=O)(=O)c3c(C)noc3/C=C/N(C)C)C2)cc1 (stereo not drawn)	14%	0.1%	0.4%	-2%	-0.3%	nt	nt	i	nt	nt
Cc1ccc(-c2ccc(C(=O)NCc3ccccc3)o2)c2ccccc12	11%	5.1%	-0.1%	3%	3.8%	34	-14	i	-4.6%	-2.2%
CN(C)S(=O)(=O)c1ccc2c(c1)c(=O)c(C(=O)NCCCN1CCCCCC1)cn2C	3%	-1.5%	0.0%	-9%	2.2%	1	5	i	-0.4%	nt
